Source: PubChem BioAssay (several laboratories)
KKLEB cytotox: CF airway cell cytotoxicity counter-screen; actives 0.36% (n = 360,000); activity change (cytotoxicity), % at 5 µM; KKLEB CF airway cells viability, ATPlite luminescence, overnight; stronger effect = lower value; cells stimulated with P. aeruginosa culture filtrate;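 active = corrected activity change at or below -50% at 5 µM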
EBV LMP1 NFkB: inhibitors of Epstein-Barr LMP1-induced NF-kappaB reporter | LMP1-induced NF-kappaB luciferase reporter cells, luminescence | inhibition, % at 12.5 µM | actives 0.69% (n = 350,000) | AID 504558; in the data active = inhibition above about 41%;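 note: 0% = neutral control wells and 100% = reference inhibitor control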
NR5A2 inv ag: NR5A2 inverse agonism in reporter assay | O00482 | HEK293T StAR-luciferase reporter, LRH-1 transfected, 24 h | inhibition, % at 3.6 µM | actives 0.13% (n = 360,000);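 active = inhibition above the mean inhibition of all tested compounds plus 3 SD, cut at about 73% in these data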;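 note: 0% = DMSO wells and 100% = reporter-only cells lacking LRH-1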
Target sequence (O00482 whole entry, looked up): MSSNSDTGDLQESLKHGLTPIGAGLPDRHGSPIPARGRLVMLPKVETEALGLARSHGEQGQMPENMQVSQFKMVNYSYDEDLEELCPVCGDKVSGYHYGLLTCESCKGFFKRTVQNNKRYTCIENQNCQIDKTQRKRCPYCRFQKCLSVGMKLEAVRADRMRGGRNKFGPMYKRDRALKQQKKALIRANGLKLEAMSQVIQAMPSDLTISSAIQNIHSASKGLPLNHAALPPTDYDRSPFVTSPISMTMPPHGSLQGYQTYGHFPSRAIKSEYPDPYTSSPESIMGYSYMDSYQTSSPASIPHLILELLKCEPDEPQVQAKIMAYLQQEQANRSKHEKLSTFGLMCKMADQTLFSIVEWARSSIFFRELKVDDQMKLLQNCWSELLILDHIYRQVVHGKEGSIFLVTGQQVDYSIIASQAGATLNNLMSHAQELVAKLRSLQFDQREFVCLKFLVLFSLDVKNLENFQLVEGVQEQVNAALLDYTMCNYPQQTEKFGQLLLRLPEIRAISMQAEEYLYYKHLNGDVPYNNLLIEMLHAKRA
SRC2 inh: human SRC2 (NCOA2) inhibition. Q15596. HEK293 GAL4-SRC2 luciferase reporter, luminescence. inhibition, % at 9 µM. actives 0.17% (n = 370,000);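 active = inhibition above the mean inhibition of all tested compounds plus 3 SD, set per campaign, cut at about 52% in these data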;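 note: 0% = DMSO treated cells and 100% = cells given Gossypol at 36 µM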
SRC3 inh: inhibitors of human steroid receptor coactivator 3 (SRC3); actives 0.17% (n = 360,000); inhibition, % at 3.6 µM; AID 588352; HEK293 GAL4-SRC3 luciferase reporter, luminescence;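 active = inhibition above a per-campaign cutoff, the mean of all compounds plus 3 SD, cut at about 60% in these data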;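 note: 0% = DMSO-treated cells and 100% = gossypol-treated cells at 36 µM; higher means less SRC3-driven luciferase light from the GAL4 reporter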
NCOA1 inh: inhibits human SRC1 coactivator | Q15788 | HEK293 GAL4-SRC1 luciferase reporter, luminescence | inhibition, % at 3.6 µM | actives 0.12% (n = 360,000) | AID 588354;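 active = inhibition above the campaign mean plus 3 SD, with each screening campaign given its own cutoff, cut at about 60% in these data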;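 note: 0% = DMSO treated cells and 100% = gossypol at 36 µM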
NR2F2 inh: blocks human COUP-TFII nuclear receptor | P24468 | HEK293T NGFI-A luciferase reporter, luminescence | inhibition, % at 8.6 µM | actives 0.7% (n = 370,000) | AID 686940;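 active = inhibition above a per-plate cutoff, mean inhibition of test wells between control levels plus 3 SD, cut at about 38% in these data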;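 note: cells cotransfected with COUP-TFII expression vector driving the NGFI-A reporter; 0% = median of COUP-TF2 test wells and 100% = reporter-only cells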
Target sequence (P24468 whole entry, looked up): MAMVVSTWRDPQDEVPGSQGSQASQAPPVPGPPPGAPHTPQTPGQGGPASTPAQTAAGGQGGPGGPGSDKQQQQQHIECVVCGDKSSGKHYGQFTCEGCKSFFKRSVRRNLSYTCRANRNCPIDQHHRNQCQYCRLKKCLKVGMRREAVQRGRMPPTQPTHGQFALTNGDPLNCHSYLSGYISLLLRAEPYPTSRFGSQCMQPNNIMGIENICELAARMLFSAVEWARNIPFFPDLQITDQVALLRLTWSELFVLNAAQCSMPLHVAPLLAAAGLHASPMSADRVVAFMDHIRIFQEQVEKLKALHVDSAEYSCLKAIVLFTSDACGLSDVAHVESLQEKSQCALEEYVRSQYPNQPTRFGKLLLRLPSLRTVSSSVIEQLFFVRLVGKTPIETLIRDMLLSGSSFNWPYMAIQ
TROY signal inh: TROY signaling inhibition; inhibition, % at 10 µM; Q293 LMP1-TROYcd NF-kB luciferase reporter, 4 h; actives 0.98% (n = 360,000);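 active = compounds whose plate-normalised and pattern-corrected inhibition of the luciferase reporter signal at the single screening dose is 50% or more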
CF NFkB block: blocks PAF-induced NF-kB reporter in cystic fibrosis cells; KKLEB NF-kB-GFP reporter, GFP fluorescence overnight; inhibition, % at 5 µM; actives 0.86% (n = 360,000); AID 588850;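 active = at least 50% inhibition at 5 µM, scaled per plate between neutral and stimulator controls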;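 note: PAF is a Pseudomonas aeruginosa culture filtrate used as stimulus; plate controls were PAF-stimulated DMSO wells for no effect and unstimulated DMSO wells for full effect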
TWEAK-Fn14 inh: TWEAK-Fn14 signaling inhibition; inhibition, % at 10 µM; actives 2% (n = 360,000); TWEAK-stimulated Fn14 reporter cells, luciferase luminescence, 8 h; in the data active = inhibition above about 50%
TRAIL sens C8: sensitizes caspase-8 expressing cells to TRAIL; inhibition (viability loss, TRAIL sensitization), % at 10 µM; AID 624354; actives 1% (n = 360,000); NB7+C8 cells + TRAIL, ATPlite viability luminescence;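 active = compounds causing at least 50% loss of cell viability in the single-dose screen, relative to plate controls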
* hit, by the source's call; / = not tested or not shown.

SMILES	KKLEB cytotox	EBV LMP1 NFkB	NR5A2 inv ag	SRC2 inh	SRC3 inh	NCOA1 inh	NR2F2 inh	TROY signal inh	CF NFkB block	TWEAK-Fn14 inh	TRAIL sens C8
O=C1NC2(CCCCCC2)C(=O)N1Cc1ccccc1F	5	35	-19	-19	3	-6	16	-20	4	1	-1
CCC(Oc1ccccc1)C(=O)Nc1ccsc1C(=O)OC (stereo not drawn)	15	0	9	7	-2	-9	10	-16	7	7	3
OC[C@@H]1CN(CCNc2ccccc2)C[C@H](n2cnc3c(NCc4ccncc4)ncnc32)O1	-6	/	19	3	14	4	-4	-2	11	9	-11
CCC(C(=O)Nc1ccccn1)c1ccccc1 (stereo not drawn)	14	1	18	0	11	11	-14	-9	-20	-3	-15
CCc1ccc(NC(=O)CC2C(=O)Nc3c2c(=O)n(C)c(=O)n3C)cc1 (stereo not drawn)	3	-7	-3	8	11	2	-6	15	-7	28	-3
O=C(O)c1ccc(-n2ncc3c2/C(=C/c2cccc([N+](=O)[O-])c2)CC3)cc1	-5	-19	-1	1	-13	0	-14	-35	23	-35	2
CC(C)N(CC(=O)Nc1ccc(Cl)cc1C(F)(F)F)C(=O)CCl	-20	-21	38	38	55	21	-1	-5	2	63*	95*
Cc1cc(NC(=O)c2ccc3nccnc3c2)ccc1Br	-4	-29	-129	-27	-72	-105	-30	-2	-17	21	24
Cc1ccccc1C(=O)Nc1ccnn1C1CCN(C(C)Cc2ccccc2F)CC1 (stereo not drawn)	-5	-2	0	8	5	-2	-7	21	-9	-3	6
Cn1cc(S(=O)(=O)N2CCOCC2)cc1C(=O)NCc1ccccc1Cl	-5	-1	1	-35	11	11	-9	5	9	6	-5
Cc1cccc(C(=O)NCCNC(=O)c2ccccn2)c1	0	5	7	-15	10	-5	-18	0	3	-7	0
CCOC(=O)C1=C(C)N(c2ccccc2)C(=O)/C1=C\c1cccs1	-13	-1	-1	-13	12	-8	-12	16	-6	-28	14
CCCCC(=O)N/N=C/c1ccc(Sc2cccc3cccnc23)o1	-11	-4	-8	-9	-12	-13	7	-9	16	107*	0
O=C(Nc1ccc2oc(-c3ccccc3Cl)nc2c1)c1ncn[nH]1	3	-16	-148	-44	-111	-109	-60	-45	2	-12	23
COc1cc(NC(=S)NNC(=O)CC(C)C)c(OC)cc1Cl	10	2	-1	-3	18	0	-11	-8	2	-10	-2
COc1ccccc1NC(=O)CSc1nnnn1C1CCCCC1	-3	-1	-21	10	-27	10	-6	-21	-5	-34	-18
Cc1nnc(SCC(=O)Nc2sccc2C#N)n1Cc1ccccc1	-5	-7	12	-16	-4	2	-18	-9	6	-10	-19
O=C(NCC1CCCO1)C(c1ccncc1)N(Cc1cccs1)C(=O)Cn1nnc(-c2ccc(F)cc2)n1 (stereo not drawn)	1	0	3	-7	3	0	-15	-7	12	9	-9
CSc1nnc(-c2sc3cc(C(F)(F)F)cnc3c2-c2ccccc2)n1C	-3	8	-3	17	-12	-32	-3	21	16	0	29
COc1cccc(CNC(=O)C2CCN(S(=O)(=O)c3ccc(Br)s3)CC2)c1	8	-6	-3	-9	2	5	14	0	-10	16	-15
CCC(C)Sc1ccc([C@@H]2[C@@H]3C(=O)N(CC)C(=O)[C@@H]3[C@]3(C(=O)OC)CCCCN23)cc1 (stereo partly drawn)	11	1	7	8	5	-9	4	-10	5	5	6
O=C(/C=C/c1ccc([N+](=O)[O-])cc1)NCCc1ccc(F)cc1	-10	-6	22	-13	12	0	4	-13	-10	4	3
COc1ccccc1N(Cc1ccccc1)S(=O)(=O)c1cccc(C(=O)Nc2cccc(C)n2)c1	-11	-14	12	14	9	4	6	10	7	34	23
Cn1c(COc2ccc(Cl)cc2)nnc1SCC(=O)Nc1ccc2c(c1)CCC2	-9	6	3	-1	8	-7	-1	-27	-11	-17	5
CCC1=NN2C(=N)/C(=C\c3cccn3-c3cccc(Cl)c3)C(=O)N=C2S1	15	-8	10	1	5	17	4	18	7	11	-5
COc1ccccc1-c1nc(SCC(=O)Nc2cc(C)on2)c2c(=O)n(C)c(=O)n(C)c2n1	-2	7	-14	-4	3	-7	-17	0	19	-8	4
CC1CN(C(=O)c2cc([N+](=O)[O-])cc([N+](=O)[O-])c2)CC(C)O1 (stereo not drawn)	7	-7	6	-4	5	-6	-2	8	-5	5	6
Cc1ccsc1/C=N\NC(=O)CC(=O)NCc1ccccc1	32	-6	-4	-16	-3	-11	8	-18	-1	3	-6
COc1ccc(OC)c(CN2CCN(C(=O)c3cc4ccccc4cc3O)CC2)c1	-15	-1	-4	-12	10	-5	21	-5	9	-8	-3
COC1C(CO)OC(n2cnc3c(=S)nc(N)[nH]c32)C1O (stereo not drawn)	4	-3	-11	3	12	1	-17	13	-19	10	-18
Cc1c(CC(=O)O)c(=O)oc2c(C)c(OCc3c(F)cccc3Cl)ccc12	-4	-2	5	-11	-11	-6	-3	-1	-6	5	-15
O=C(CCCN1C(=O)c2ccccc2C1=O)Nc1c(C(=O)C2CC2)oc2ccccc12	-1	4	15	8	-13	-2	19	7	-5	-2	-6
O=C(O)c1cccc(-c2ccc3c(c2)OCO3)c1	9	-5	-11	-14	-13	-9	-2	-27	-1	15	-6
CCOc1ccc(NC(=O)c2nc(SCC)ncc2Cl)cc1	0	-8	7	5	22	-11	14	-12	4	-39	-4
COc1ccc(CCNS(=O)(=O)c2ccc(-c3ccc(=O)[nH]n3)o2)cc1OC	17	4	4	-14	4	-4	-18	-21	-1	-6	-12
Cc1cc(C)n(CC2CC(=O)N(c3ccc(Cl)c(Cl)c3)C2=O)n1 (stereo not drawn)	2	-5	-6	7	-5	-5	-19	-4	9	-11	-1

Quoted from the entries so far (11 entries):
SMILES	KKLEB cytotox	EBV LMP1 NFkB	NR5A2 inv ag	SRC2 inh	SRC3 inh	NCOA1 inh	NR2F2 inh	TROY signal inh	CF NFkB block	TWEAK-Fn14 inh	TRAIL sens C8
COc1ccccc1-c1nc(SCC(=O)Nc2cc(C)on2)c2c(=O)n(C)c(=O)n(C)c2n1	-2	7	-14	-4	3	-7	-17	0	19	-8	4
CC1CN(C(=O)c2cc([N+](=O)[O-])cc([N+](=O)[O-])c2)CC(C)O1 (stereo not drawn)	7	-7	6	-4	5	-6	-2	8	-5	5	6
Cc1ccsc1/C=N\NC(=O)CC(=O)NCc1ccccc1	32	-6	-4	-16	-3	-11	8	-18	-1	3	-6
COc1ccc(OC)c(CN2CCN(C(=O)c3cc4ccccc4cc3O)CC2)c1	-15	-1	-4	-12	10	-5	21	-5	9	-8	-3
COC1C(CO)OC(n2cnc3c(=S)nc(N)[nH]c32)C1O (stereo not drawn)	4	-3	-11	3	12	1	-17	13	-19	10	-18
Cc1c(CC(=O)O)c(=O)oc2c(C)c(OCc3c(F)cccc3Cl)ccc12	-4	-2	5	-11	-11	-6	-3	-1	-6	5	-15
O=C(CCCN1C(=O)c2ccccc2C1=O)Nc1c(C(=O)C2CC2)oc2ccccc12	-1	4	15	8	-13	-2	19	7	-5	-2	-6
O=C(O)c1cccc(-c2ccc3c(c2)OCO3)c1	9	-5	-11	-14	-13	-9	-2	-27	-1	15	-6
CCOc1ccc(NC(=O)c2nc(SCC)ncc2Cl)cc1	0	-8	7	5	22	-11	14	-12	4	-39	-4
COc1ccc(CCNS(=O)(=O)c2ccc(-c3ccc(=O)[nH]n3)o2)cc1OC	17	4	4	-14	4	-4	-18	-21	-1	-6	-12
Cc1cc(C)n(CC2CC(=O)N(c3ccc(Cl)c(Cl)c3)C2=O)n1 (stereo not drawn)	2	-5	-6	7	-5	-5	-19	-4	9	-11	-1

Next part
SMILES	KKLEB cytotox	EBV LMP1 NFkB	NR5A2 inv ag	SRC2 inh	SRC3 inh	NCOA1 inh	NR2F2 inh	TROY signal inh	CF NFkB block	TWEAK-Fn14 inh	TRAIL sens C8
CCOc1ccc2nc(NC(=O)c3ccc(OC)c(S(=O)(=O)N4CCOCC4)c3)sc2c1	8	-1	-9	-43	5	-12	3	53*	1	44	13
CCN(CC(=O)NCc1ccc(F)cc1)C(=O)c1cc2ccccc2o1	-6	-4	8	-12	17	-7	6	0	8	44	-22
Cc1ccc(N2C(=S)NC3c4cc(Cl)ccc4OC2(C)C3C(=O)N(C)C)cc1 (stereo not drawn)	4	6	0	0	16	2	21	-1	-6	-12	-8
NS(=O)(=O)c1ccc(NC(=S)N2CCN(c3cccc(Cl)c3)CC2)cc1	8	14	6	7	16	15	8	9	-3	27	3
CCOC(=O)c1oc2cccc(OC(C)=O)c2c1C	-19	-4	-85	-73	-37	-44	-35	-32	10	-11	2
Cc1nn(-c2ccccc2)c(C)c1/C=N/n1c(-c2ccncc2)n[nH]c1=S	-22	4	12	5	-87	-25	5	1	41	-29	37
CCOC(=O)c1cc(S(=O)(=O)N(C)Cc2ccccc2)cn1C	11	1	-2	-13	-9	-6	4	6	11	-12	10
CN(CC(=O)NCc1cccs1)CC(=O)Nc1ccccc1Cl	5	-4	19	6	19	-2	4	-6	-4	-11	2
CN1CCN(C(c2ccc(Br)cc2)c2cc(Cl)c3cccnc3c2O)CC1 (stereo not drawn)	-9	6	15	-3	-2	3	8	-4	41	14	20
Cc1nnsc1C(=O)N1CCN(c2ccc(C#N)cn2)CC1	8	-5	2	8	14	-4	5	0	-12	0	1
O=C(N/N=C/c1cc2c(cc1Br)OCO2)c1c[nH]c2ccccc12	6	-32	-75	-15	-43	-60	-30	-47	-39	-20	27
COc1cc(C(=O)N2CCN(c3ccccc3)CC2)c2ccccc2n1	-8	19	34	17	10	4	-56	19	41	-17	20
COC(=O)CC1C(=O)NCCN1C(=O)CSc1nc2cc(Cl)ccc2o1 (stereo not drawn)	-5	9	1	2	-10	-46	4	1	6	-8	6
O=[N+]([O-])c1ccc(CN2CC(N3CCC(c4ccccc4)CC3)CS2(=O)=O)cc1 (stereo not drawn)	3	/	3	-14	20	-15	15	17	-8	-13	-12
Cc1ccc(-c2cc(C(=O)N/N=C/C(Br)=C/c3ccccc3)n[nH]2)o1	0	-20	-5	-12	-16	-51	-13	4	39	43	-23
CN(C)C1(CNC(=O)c2cccc(S(=O)(=O)Nc3ccc(Br)cc3)c2)CCCCC1	-20	-4	-12	-20	-1	-4	17	6	14	-2	-24
Cc1nnn(-c2nonc2N)c1C(=O)N/N=C/c1cccc2ccccc12	-5	6	2	-5	4	-4	-4	-8	4	-34	4
COc1ccc(C)cc1S(=O)(=O)N(C)CC(=O)N1CCCC1	0	4	9	15	-1	1	10	10	-4	8	-4

Two consecutive entries from above, quoted:
SMILES	KKLEB cytotox	EBV LMP1 NFkB	NR5A2 inv ag	SRC2 inh	SRC3 inh	NCOA1 inh	NR2F2 inh	TROY signal inh	CF NFkB block	TWEAK-Fn14 inh	TRAIL sens C8
O=[N+]([O-])c1ccc(CN2CC(N3CCC(c4ccccc4)CC3)CS2(=O)=O)cc1 (stereo not drawn)	3	/	3	-14	20	-15	15	17	-8	-13	-12
Cc1ccc(-c2cc(C(=O)N/N=C/C(Br)=C/c3ccccc3)n[nH]2)o1	0	-20	-5	-12	-16	-51	-13	4	39	43	-23

Not a hit list. About 4.2% of those tested had a hit in this group.
